Screens as filed in PubChem BioAssay.
Hsp70 act = Hsp70 transcriptional activators, primary screen, cell-based, HeLa, Hsp70 promoter luciferase, luminescence, 10 µM | HeLa Hsp70 promoter luciferase reporter; scaled: vehicle 0, proteasome-inhibitor control 100% | activation, % at 10 µM | hit rate 0.04% among 200,000;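 active = activation above the mean across all tested compounds plus 3 SD, cutoff set per campaign, cut at about 5.5% in these data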;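 also: 100% = MG132 at 30 µM as the positive control and 0% = DMSO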
HMGR II inh = inhibitors of E. faecalis class II HMGR, primary screen, biochemical, Enterococcus faecalis; HMG-CoA reductase (Enterococcus faecalis, mvaE); purified E. faecalis HMGR, NADPH absorbance 340 nm kinetic; inhibition, % at 10 µM; hit rate 0.41% among 190,000;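 active = inhibition above a set limit, the median over all tested compounds plus 3 SD, cut at about 9.5% in these data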;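 also: enzyme runs in reverse so mevalonate oxidation gives rising NADPH absorbance; 0% = complete reaction with DMSO and 100% = background rate lacking mevalonate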
Redox H2O2 prof = compounds producing H2O2 with reducing agent – biochemical, NIH compound library profiling, artefact control for MLSCN library redox annotation, primary screen | DTT-dependent redox cycling H2O2, phenol red/HRP absorbance; 100% = 100 µM peroxide control, 0% = buffer | activation, % at 10 µM | hit rate 0.03% among 200,000 | AID 878, 2007;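 active = activation of at least 50% relative to the plate's high and low controls in the primary single-dose screen; inactive = activation below 50%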;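 also: compound incubated with DTT at 0.8 mM final as the reducing agent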
PMI act hi M6P = human PMI activators, high substrate, primary screen, biochemical, fluorescence intensity, near-saturating mannose 6-phosphate | hit rate 0.34% among 190,000 | activation factor at 20 µM | Mannose-6-phosphate isomerase (Homo sapiens), P34949 | coupled PMI enzyme assay, resazurin fluorescence, 20 min; active compounds read high; 1 = untreated enzyme, 0 = substrate-free blank;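 active = activation factor of 2 or more at 20 µM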
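test system = human PMI in coupled enzyme assay | medium = HEPES-buffered pH 7.4 with magnesium and detergent | also added = 1.0 mM mannose-6-phosphate substrate with 0.22 mM NADP+ | compound = 20 µM single dose | times = 20 min incubation at room temperature | measured by = resorufin fluorescence (Ex 544/Em 590 nm) from resazurin via diaphorase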
Lmaj promast = Leishmania major promastigote growth inhibition, primary screen | Leishmania major promastigotes, resazurin fluorescence viability | inhibition, % at 10 µM | hit rate 9% among 200,000 | AID 1063, 2008; in the data active = inhibition above about 50%;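 also: promastigotes grown with compound for 44 hours at 28 °C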
S1P3 antag = S1P3 receptor antagonists, primary screen, cell-based; CHO S1P3 NFAT-BLA reporter, FRET fluorescence, antagonist mode; inhibition, % at 4.98 µM; hit rate 0.27% among 170,000; AID 485, 2006;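 active = inhibition above the plate cutoff, the mean inhibition of test wells on that plate plus 3 SD, cut at about 28% in these data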;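 also: cells challenged with S1P at its EC80 of 0.8 µM; blue over green emission ratio from cleaved BLA substrate after 4 h stimulation; 0% = S1P-stimulated wells and 100% = unstimulated DMSO-only wells; some compounds past the cut are filed as inactive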
Target sequence (Q99500 whole entry, looked up): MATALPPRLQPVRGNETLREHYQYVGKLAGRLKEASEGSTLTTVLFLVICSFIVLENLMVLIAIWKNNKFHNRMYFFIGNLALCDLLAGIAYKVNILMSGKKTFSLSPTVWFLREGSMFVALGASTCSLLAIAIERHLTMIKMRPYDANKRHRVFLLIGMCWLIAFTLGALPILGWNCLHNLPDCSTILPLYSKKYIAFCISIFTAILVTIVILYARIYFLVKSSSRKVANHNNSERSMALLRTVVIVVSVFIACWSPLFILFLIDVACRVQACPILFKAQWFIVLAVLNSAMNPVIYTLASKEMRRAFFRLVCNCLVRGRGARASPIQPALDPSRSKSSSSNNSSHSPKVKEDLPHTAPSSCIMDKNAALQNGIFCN
RAM network inh = inhibitors of the yeast RAM network, primary screen, dse1pr::URA3 reporter, 5-FOA selection; S. cerevisiae dse1pr::URA3 reporter, 5-FOA growth OD615, 2 d; analog-sensitive cbk1-as2 kinase mutant strain; inhibition, % at 50 µM; hit rate 1.8% among 190,000;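 active = inhibition above a set limit, 3 SD over mean compound inhibition, cut at about 8.4% in these data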;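 also: 0% = DMSO-only wells with no growth and 100% = 10 µM 1-NA-PP1 full growth; inhibition rescues growth on 5-FOA so higher OD means more RAM inhibition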
PMI act = activators of human PMI, primary screen, biochemical, fluorescence intensity, near-Km mannose 6-phosphate; Mannose-6-phosphate isomerase (Homo sapiens), P34949; purified human PMI, coupled resazurin fluorescence, 20 min; active compounds read high; 1 = vehicle control, 0 substrate-free wells; activation factor at 20 µM; hit rate 0.005% among 190,000; AID 1214, 2008;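 active = activation factor of 2 or more at 20 µM, relative to plate controls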
TNAP inh noacc = human TNAP enzyme inhibitors, primary screen, biochemical, luminescent, no phosphate acceptor, uHTS. purified TNAP, CDP-star luminescence, 30 min. inhibition, % at 20 µM. hit rate 0.26% among 200,000;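 active = tissue-nonspecific alkaline phosphatase inhibition above about 50% at 20 µM in the single-dose screen, limit read from the data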;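 also: 0% = DMSO negative control and 100% = EDTA positive control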
Target sequence (P05186 whole entry, looked up): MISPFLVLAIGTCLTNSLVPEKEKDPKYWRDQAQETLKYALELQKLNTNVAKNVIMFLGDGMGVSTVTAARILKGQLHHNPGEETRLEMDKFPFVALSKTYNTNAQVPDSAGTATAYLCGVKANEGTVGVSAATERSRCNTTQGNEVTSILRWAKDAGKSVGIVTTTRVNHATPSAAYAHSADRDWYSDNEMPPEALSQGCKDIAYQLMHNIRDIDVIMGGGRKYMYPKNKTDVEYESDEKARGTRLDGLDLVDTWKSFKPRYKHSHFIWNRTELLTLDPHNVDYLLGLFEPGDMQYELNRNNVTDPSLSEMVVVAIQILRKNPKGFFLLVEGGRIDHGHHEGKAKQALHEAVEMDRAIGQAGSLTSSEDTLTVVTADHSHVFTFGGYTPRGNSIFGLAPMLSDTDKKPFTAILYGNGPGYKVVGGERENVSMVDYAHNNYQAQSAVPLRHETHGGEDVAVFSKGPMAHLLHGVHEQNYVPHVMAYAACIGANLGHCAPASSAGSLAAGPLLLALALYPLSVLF
TNAP inh hiacc = human TNAP enzyme inhibitors, primary screen, biochemical, luminescent, high phosphate acceptor level, uHTS | Alkaline phosphatase, tissue-nonspecific isozyme (Homo sapiens), P05186 | purified TNAP, CDP-star luminescence, 1 M DEA | inhibition, % at 20 µM | hit rate 0.03% among 200,000;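 active = over 50% inhibition of tissue-nonspecific alkaline phosphatase at 20 µM in the single-dose screen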;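 also: plate controls were DMSO wells for no effect and EDTA-quenched wells as full inhibition for full effect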
Active calls of the source: *; / = no result given; & = joins results of further samples.

The line under a structure holds: Hsp70 act	HMGR II inh	Redox H2O2 prof	PMI act hi M6P	Lmaj promast	S1P3 antag	RAM network inh	PMI act	TNAP inh noacc	TNAP inh hiacc
> CC(C)Sc1nc(N2CCOCC2)c2c(c1C#N)CC(C)(C)N(C)C2
 : -0.2	0	0.1	1.4	11	/	1.4	1.2	-9	-4
> Cc1nn(Cc2c(F)c(F)c(F)c(F)c2F)c(C)c1NC(=O)c1cccc(COc2ccc(Cl)cc2)c1
 : 0.1	3	-2.6	0.9	-2	/	5.1	0.9	2	2
> O=C(c1ccc(F)cc1)N1CCOCC1
 : -0.1	-7	-0.8	1	-4	1	0.9	0.9	-6	-2
> O=C(C(Sc1ccccc1)c1ccccc1)N1CCN(c2ccccc2F)CC1 (stereo unspecified)
 : -0.1	-9	-3.9	0.8	9	/	14*	0.8	-11	-6
> CC(=O)c1ccc(-n2nncc2-c2ccc([N+](=O)[O-])cc2)cc1
 : -0.1	-1	-2.2	1.1	2	-11	1.3	1.1	-9	-4
> O=C(Nc1nnc(CC(=O)N2CCOCC2)s1)c1cccs1
 : 0.1	3	1.5	1	3	-7	0.4	1	-8	-6
> O=C(CCN1C(=O)/C(=C/C=C/c2ccccc2)SC1=S)Nc1nccs1
 : 0.4	-3	0.9	1	-10	/	2.8	1	11	11
> COc1ccc(OC)c(NC(=O)CC2SC(=N)N(c3ccccc3)C2=O)c1 (stereo unspecified)
 : 0.1	5	-0.6	1	27	-4	6.9	1	20	6
> O=C(Nc1ccccc1)OC1CCC2CC1CCC2OC(=O)Nc1ccccc1 (stereo unspecified)
 : -0.2	-6	-0.2	0.9	41	13	2.1	0.9	-17	-6
> O=C(Nc1c[nH]c(=O)[nH]c1=O)c1ccc([N+](=O)[O-])cc1
 : -0.2	-4	-1.3	1.1	-10	-1	0.8	1.1	-4	-1
> Cc1ccc(S(=O)(=O)N2CCC(NC(=O)c3ccccc3)CC2)cc1
 : -0.1	-8	-0.3	1	-3	-3	5.8	0.9	-4	-5
> Cc1cc(C)cc(OCC(=O)NNC(=O)CCC(=O)NCc2ccccc2)c1
 : -0.1	-4	1.6	1.1	-8	/	0.4	1	-55	0
> CC(C)c1ccc(/C=C2\Oc3c(ccc(O)c3CN3CCN(C)CC3)C2=O)cc1
 : -0.2	-4	-0.2	0.9	5	1	0.6	1	8	10
> Cc1ccc(Cl)cc1NC(=O)Nc1cccs1
 : -0.3	3	0.1	0.9	14	0	1.2	1	-11	0
> CCCn1c2c(c(O)c(C(=O)Nc3ncccc3C)c1=O)CCCC2
 : 0.0	-5	-2.3	1	-3	5	1.0	1	-10	-8
> COc1ccc(C(F)(F)F)cc1N/C=C\c1nnnn1-c1ccc(C)cc1
 : 0.1	-2	-8.8	0.9	-2	/	1.0	0.8	-10	-2
> CCC(C)NC(=O)c1c(N)n(/N=C/c2ccccn2)c2nc3ccccc3nc12 (stereo unspecified)
 : -0.3	-2	3.1	0.9	5	-44	0.1	0.9	0	0
> CCc1nnc(NS(=O)(=O)c2ccc(NC(=S)NC(=O)c3ccc(OC)c(OC)c3)cc2)s1
 : -0.4	-4	-0.1	0.9	-9	13	6.2	0.7	-3	6
> COCCN1C(=O)c2ccccc2C(C(=O)NCCCN2CCCC2=O)C1c1c[nH]c2ccccc12 (stereo unspecified)
 : -0.2	-2	-2.2	0.9	-9	-17	2.1	1	-9	-5
> COC(=O)CSc1nnc(CNC(=O)c2ccccc2OC)n1-c1ccc(OC)cc1
 : -0.5	-4	1.6	1.1	-6	50	1.7	1	-5	1
> C#CCOCCOCCOCCNc1nc(N2CCN(C(=O)Cn3cc(CCCN=C(N)N)nn3)CC2)nc(N2CCN(C(=O)[C@H](C)n3cc(CCCN=C(N)N)nn3)CC2)n1
 : 0.0	-7	1.0	1.3	16	-14	2.4	1.4	-16	-5
> CCOc1ccccc1N1CCN(C(=O)C(F)(F)F)CC1
 : -0.4	-1	-0.1	1	-7	/	-0.4	1.1	-5	-4
> COc1ccc2oc(C(=O)c3ccccc3)c(N)c2c1
 : 0.6	2	2.7	0.9	-4	/	4.1	1	10	1
> CC(C)C(NC(=O)C1CCCCC1)C(=O)NCc1ccccn1 (stereo unspecified)
 : -0.3	2	1.6	1	-3	8	0.5	0.9	-9	-2
> Cc1ccc(CNC(=O)C23CN(Cc4ccccc4)CC2C(c2cccc([N+](=O)[O-])c2)=NO3)cc1 (stereo unspecified)
 : -0.2	0	-3.1	0.9	22	/	2.7	0.9	8	-5
> CCCCOCCCNC(=O)Cc1ccccc1OC
 : -0.2	1	0.4	0.9	3	-12	1.8	1	-14	-11
> O=C(N/N=C/C=C/c1ccc([N+](=O)[O-])cc1)C1COc2ccccc2O1 (stereo unspecified)
 : -0.3	-4	0.2	1	2	10	2.0	1	-5	-3
> Cc1cccc2c1N(CCOc1ccccc1Cl)C(=O)C2=O
 : -0.1	-6	-0.1	0.8	67*	-1	1.9	0.8	-1	2
> CSc1ccc(CN(C)CC(=O)Nc2ccccc2Br)cc1
 : -0.3	-5	-0.2	1	-3	4	1.9	0.9	-21	0
> COc1cc(NC(=O)C/C(C)=N/NC(=O)C(OC)c2ccccc2)c(OC)cc1Cl (stereo unspecified)
 : -0.4	-3	-0.3	1	11	-12	1.6	1	-5	-5
> O=C(O)CCS(=O)(=O)c1ccc(-c2ccccc2)cc1
 : -0.2	-11	0.0	1.1	-6	-4	-0.5	1	11	-2
> COc1cc(NS(C)(=O)=O)c(OC)cc1NC(=O)c1ccccc1
 : -0.5	-2	2.5	1	-2	/	1.9	1	0	-5
> COc1ccc(-n2c(C)cc(/C=C3\SC(=S)N(Cc4ccco4)C3=O)c2C)cc1
 : -0.5	3	0.0	0.8	68*	-2	7.8	1	8	17
> CN(C)c1ccc(/C=C2\CCC/C(=C\c3ccccc3)C2=O)cc1
 : -0.2	-5	2.4	0.8	49	5	9.0*	0.9	10	20
> COc1ccc(N2CCN(c3oc(COc4ccc(Cl)cc4Cl)nc3C#N)CC2)cc1
 : 0.0	-2	1.1	0.8	23	1	3.5	0.8	-6	-5
> OC(COCc1cccs1)CN1CCN(c2ccccc2Cl)CC1 (stereo unspecified)
 : -0.5	0	0.5	0.9	2	5	0.9	0.9	-13	0
> CCOc1ccc(-c2nc(-c3ccccc3)no2)cc1OCC
 : 0.2	-3	-0.7	1	49	-13	7.9	1	9	0
> CC(=O)NC1=C(NC2CCS(=O)(=O)C2)C(=O)c2ccccc2C1=O (stereo unspecified)
 : -0.1	-14	-0.4	0.9	11	-4	1.1	0.7	1	11
> CC1CN(c2snnc2C=C2C(=O)OC(C)(C)OC2=O)CC(C)O1 (stereo unspecified)
 : 0.1	3	-0.7	1	-5	-20	0.9	1.2	-9	-2
> NC(=O)C1CCN(c2nc(C3CC3)nc3c2nnn3Cc2ccccc2)CC1
 : 0.3	-2	1.0	1.1	-8	0	0.3	1	6	4
> Cc1c(O)c(=O)ccn1C
 : -0.2&-0.2	-9&-3	-0.2	1.2&1.2	-8	3&0	1.2	0.9&0.8	-12&-2	-4&0
> Cc1ccc2c(c1)C(c1ccncc1)=NNC(c1ccc(C(C)C)cc1)=N2
 : -0.2	-6	0.1	1.1	20	/	1.6	1	-9	-2
> CCOC(=O)c1[nH]c(C)c(C(=O)OCC(=O)NC(=O)NC(C)(C)C)c1C
 : -0.5	-4	-0.1	1.1	0	-28	4.1	1.1	-8	0
> C=CCNc1nc2c(c(=O)n(C)c(=O)n2C)n1Cc1ccc(F)cc1
 : -0.2	-1	-1.0	0.9	0	6	0.3	0.9	-10	-2
> Cc1ccc(/C=N/NC(=O)c2cc(C3CC3)nc3ccccc23)o1
 : -0.3	-6	-0.4	1.4	15	-5	0.4	1.3	-7	-6
> O=C(NCc1ccco1)c1cc([N+](=O)[O-])ccc1Cl
 : 0.0	1	-1.9	1.1	4	-6	2.6	1.1	-7	-2
> Cc1cccc(-c2cc3nc(C)cc(NCCCn4ccnc4)n3n2)c1
 : -0.2	4	-2.0	1	19	/	0.0	0.9	-3	-7
> CCCCCCCCNC(=O)/C(C#N)=C/c1ccc2c(c1)OCCO2
 : -0.6	-6	1.2	1	-1	-14	9.4*	0.8	-13	3
> Cc1cc(C)n(-c2nc(SCC(=O)NCC3CCCO3)c3c4c(sc3n2)CCCC4)n1 (stereo unspecified)
 : /	/	/	0.8	/	-23	/	1	2	-4
> O=C(Nc1ccc(F)c(Cl)c1)N1CCCC1
 : 0.0	-5	0.0	0.9	99*	-7	0.4	0.9	-13	-9

The results go on.
The line under a structure holds: Hsp70 act	HMGR II inh	Redox H2O2 prof	PMI act hi M6P	Lmaj promast	S1P3 antag	RAM network inh	PMI act	TNAP inh noacc	TNAP inh hiacc
> Cc1ccccc1Cn1cnc2ccccc2c1=O
 : 0.1	1	-0.5	1.1	-8	-5	-0.8	1.1	-2	-2
> N/C(=N\OC(=O)c1ccc(Cl)c(Cl)c1)c1cccnc1
 : 0.1	-1	0.1	1	3	/	1.3	1	4	5
> C=C1CSc2nc(=O)c3c4c(sc3n21)CCC4
 : /	/	/	0.9	/	-7	/	1	-7	-2
> Cc1cccc(NC(=O)CN2C(=O)NC(C)(c3ccc4c(c3)OCO4)C2=O)c1 (stereo unspecified)
 : -0.4	-3	0.0	1	8	/	1.5	1	-10	-6
> CCCCCCOc1ccc(N2C(=O)CC(N(CCc3ccc(S(N)(=O)=O)cc3)C(C)=O)C2=O)cc1 (stereo unspecified)
 : -0.2	-4	-0.2	0.9	-4	8	3.4	0.9	0	-4
> CCOC(=O)c1ccc(NC(=S)NCC(O)c2ccccc2)cc1 (stereo unspecified)
 : 0.0	-9	0.6	1	-1	/	0.5	1	-5	2
> CC(=O)Nc1ccc2nc(-c3ccccn3)[nH]c2c1
 : 0.6	-1	1.4	0.7	7	1	1.2	0.8	-7	-4
> N#Cc1c(N)nc2c(c1-c1ccc(Br)s1)CCCC2
 : -0.2	-8	1.9	0.8	-7	2	7.9	0.9	-4	1
> O=S(=O)(c1ccccc1)C(/C=N\O)/C=C/c1ccccc1 (stereo unspecified)
 : 0.1	-1	-1.0	1.6	2	-4	1.1	1.6	-11	-2
> CC(C)(CNC(=O)C1CCCN1C(=O)c1cccs1)N1CCOCC1 (stereo unspecified)
 : 0.1	0	0.2	1.1	1	-11	1.0	1.1	-6	-6
> COc1ccc(C(=O)NN)cc1COc1ccc(Br)cc1
 : -0.1	-2	14	1.5	4	/	0.5	1.3	-9	-1
